HRas wt GTP – modulators of GTP binding to human HRas wildtype. P01112. GST-Ras wt beads, Bodipy-FL-GTP binding, flow cytometry; actives lie on both sides. GTP binding activity, % at 10 µM. 190,000 tested, 0.14% active. AID 759;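 active = GTP binding activity at least 20% away from the 100% baseline, either lowered as inhibitor or raised as activator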;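 also: 0% = unlabeled GTP competition control and 100% = no-compound control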
Target sequence (P01112 whole entry, looked up): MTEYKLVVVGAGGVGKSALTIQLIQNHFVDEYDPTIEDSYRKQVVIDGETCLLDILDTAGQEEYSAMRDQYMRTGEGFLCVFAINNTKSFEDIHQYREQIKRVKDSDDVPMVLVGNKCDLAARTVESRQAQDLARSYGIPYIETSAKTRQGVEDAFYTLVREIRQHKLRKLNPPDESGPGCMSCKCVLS
Rac1 act GTP bind – human Rac1 activated mutant GTP binding change; P63000; percent activity (GTP binding), % at 10 µM; 190,000 tested, 0.11% active; GST-Rac1 activated beads, fluorescent GTP binding, flow cytometry; actives lie on both sides; 100% means binding = to untreated wells; AID 764;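 active = GTP binding at least 20 percentage points away from the 100% baseline, in either direction, so actives lie on both sides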
Mcl1-Noxa inh – Mcl-1/Noxa interaction inhibition | TR-FRET Mcl-1/Noxa peptide binding, 2 h | inhibition, % at 21.7 µM | 220,000 tested, 1.5% active;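 active = compounds that cut the protein-peptide binding signal by more than 50% relative to plate controls in a single-dose test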;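 also: His-tagged Mcl-1 with rhodamine Noxa BH3 peptide and terbium anti-His antibody; 0% = Mcl-1 plus Noxa peptide wells and 100% = peptide-only wells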
Target sequence (Q07820 whole entry, looked up): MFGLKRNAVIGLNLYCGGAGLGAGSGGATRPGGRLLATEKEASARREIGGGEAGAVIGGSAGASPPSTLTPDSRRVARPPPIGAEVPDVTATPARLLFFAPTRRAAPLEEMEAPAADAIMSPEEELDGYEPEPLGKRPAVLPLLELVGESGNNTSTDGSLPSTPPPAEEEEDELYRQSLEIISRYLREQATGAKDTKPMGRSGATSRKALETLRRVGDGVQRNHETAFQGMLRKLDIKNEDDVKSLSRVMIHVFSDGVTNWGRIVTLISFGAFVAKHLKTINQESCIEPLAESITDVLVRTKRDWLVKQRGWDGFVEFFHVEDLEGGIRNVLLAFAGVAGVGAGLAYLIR
Rac1 wt modul – human Rac1 wildtype GTP binding, inhibitors and activators; GST-Rac1 beads, fluorescent GTP binding, flow cytometry; actives lie on both sides; 0 = cold GTP competed, 100 = untreated; GTP binding activity (% of control), % at 10 µM; AID 757; 190,000 tested, 0.27% active;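 active = GTP binding activity at least 20 points away from the 100% control level, either lower or higher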
Avidin bead fluor – compound fluoresces at 488/530 nm on avidin beads | 220,000 tested, 0.38% active | AID 1775 | compound fluorescence 488/530 nm, flow cytometry; active compounds read high | fluorescence (KMESF) at 10 µM; in the data active = fluorescence above about 47; also: inactives centre near 10
Bim-Mcl-1 – inhibitors of Bim-Mcl-1 interaction, human; Q07820; Bead-based flow cytometry, Bim peptide-Mcl-1 binding; inhibition, % at 10 µM; 190,000 tested, 0.1% active; AID 1009; in the data active = inhibition above about 40%;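 also: 0% = no compound tracer wells and 100% = peptide blocker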
Rab2A wt mod – changes GTP binding to wildtype dog Rab2A, up or down; P61105; GST-Rab2 wt beads, Bodipy-GTP binding, flow cytometry; GTP binding activity, % at 10 µM; 190,000 tested, 0.19% active; AID 760;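 active = GTP binding activity at least 20 points away from 100%, either lowered or raised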;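 also: 0% = beads with excess unlabeled GTP and 100% = no-compound control corrected for plate trend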
Rab7 wt modul – modulators of GTP binding to dog Rab7 wildtype GTPase. GST-Rab7 beads, fluorescent GTP binding, flow cytometry; actives lie on both sides; untreated = 100%, excess cold GTP = 0%. GTP binding activity (percent of control), % at 10 µM. 190,000 tested, 0.055% active. AID 758;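 active = fluorescent GTP binding to Rab7 beads changed by at least 20 points from the 100% baseline, either direction, mostly lower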;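 also: median green fluorescence of bound Bodipy-FL-GTP per Rab7 bead population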
Pf gamet viab – inhibitors of late stage P. falciparum gametocyte viability; AID 743093; inhibition, % at 10.9 µM; 150,000 tested, 0.065% active; P. falciparum stage V gametocytes, ATP luminescence, 24 h;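 active = inhibition above the mean plus 3 SD of compounds within the control limits, set per campaign, cut at about 38% in these data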;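 also: 0% = DMSO wells and 100% = medium only without gametocytes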
Cdc42 wt GTP – human Cdc42 wildtype GTP binding change, either direction; P60953; GST-Cdc42 beads, Bodipy-GTP binding, flow cytometry; actives lie on both sides; percent activity (GTP binding), % at 10 µM; 190,000 tested, 0.2% active; AID 761;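 active = percent activity GTP binding at least 20 points away from the 100% baseline, either down as inhibitor or up as activator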;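 also: median bead fluorescence of bound Bodipy-FL-GTP at 100 nM; 0% = excess unlabeled GTP control and 100% = no compound control; below 100% means less GTP binding so inhibitor and above means activator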
Target sequence (P60953 whole entry, looked up): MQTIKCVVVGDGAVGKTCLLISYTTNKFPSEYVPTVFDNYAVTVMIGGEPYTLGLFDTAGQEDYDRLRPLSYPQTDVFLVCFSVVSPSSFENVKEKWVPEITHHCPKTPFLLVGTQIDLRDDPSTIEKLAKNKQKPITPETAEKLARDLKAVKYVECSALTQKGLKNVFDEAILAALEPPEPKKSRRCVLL
Mcl1-Bid inh – Mcl-1/Bid interaction inhibition; inhibition, % at 21.7 µM; TR-FRET Mcl-1/Bid-Dy647 peptide binding, 1536-well; 220,000 tested, 0.97% active; Q07820; AID 1021;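 active = compounds that cut the binding signal by more than half at the single screening dose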;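 also: His-tagged Mcl-1 with europium anti-His antibody binding Bid BH3 peptide; 0% = Mcl-1 plus peptide wells and 100% = peptide-only wells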
* = called active by the depositor; x = not tested or not shown.

nr	molecule	Cdc42 wt GTP	Mcl1-Bid inh	Rac1 act GTP bind	Bim-Mcl-1	Avidin bead fluor	Mcl1-Noxa inh	Rab2A wt mod	Pf gamet viab	HRas wt GTP	Rab7 wt modul	Rac1 wt modul
1	COc1ccc(C2C(C#N)=C(N)N(c3ccccc3)C3=C2C(=O)CCC3)cc1Cn1cc([N+](=O)[O-])cn1 (configuration not stated)	102.0	-15.8	99.0	-3.0	33	15.8	100.0	x	99.0	105.0	104.0
2	C=CCN1C(=O)CSc2ccc(C(=O)NCc3ccco3)cc21	103.0	19.6	100.0	-3.0	13	5.9	100.0	7.3	101.0	99.0	105.0
3	O=C1N(c2ccccc2)C[C@@H]2C[C@@H](c3cc4ccccc4o3)N3CCC[C@@]123	90.0	-7.2	89.0	3.0	9	22.8	95.0	10.3	90.0	98.0	86.0
4	CCOCCCNC(=O)C(NC(=O)c1ccc(=O)[nH]c1)c1ccc(C)cc1 (configuration not stated)	101.0	-3.6	96.0	0.0	7	14.7	100.0	x	98.0	100.0	101.0
5	O=C(NNS(=O)(=O)c1ccc(F)cc1)C1CCN(S(=O)(=O)c2ccccc2)CC1	99.0	-0.6	95.0	-2.0	11	1.2	99.0	-1.1	99.0	104.0	99.0
6	N#CC(C(=O)NC1CC1)c1nc2ccccc2nc1N1CCCC1 (configuration not stated)	101.0	-26.2	99.0	3.0	33	2.3	102.0	-20.2	101.0	98.0	101.0
7	COc1ccccc1N1CCN(C(=O)CCCCn2c(=O)[nH]c3ccsc3c2=O)CC1	103.0	-30.3	101.0	0.0	8	15.8	98.0	x	103.0	98.0	111.0
8	COc1ccc(C(=O)/C=C(\C)NCc2ccc3c(c2)OCO3)cc1	102.0	1.2	99.0	-3.0	5	-4.9	101.0	x	105.0	102.0	103.0
9	CCNC(=O)c1ccccc1SCC(=O)Nc1ccc(F)cc1	90.0	-15.0	92.0	2.0	5	16.5	95.0	x	98.0	101.0	101.0
10	COc1cccc(/C=N/Nc2cc(C)nc(-c3ccccc3O)n2)c1O	87.0	-54.1	93.0	-1.0	6	-18.0	89.0	14.7	91.0	95.0	83.0

2 entries picked at random from the list so far:
nr	molecule	Cdc42 wt GTP	Mcl1-Bid inh	Rac1 act GTP bind	Bim-Mcl-1	Avidin bead fluor	Mcl1-Noxa inh	Rab2A wt mod	Pf gamet viab	HRas wt GTP	Rab7 wt modul	Rac1 wt modul
1	COc1ccc(C2C(C#N)=C(N)N(c3ccccc3)C3=C2C(=O)CCC3)cc1Cn1cc([N+](=O)[O-])cn1 (configuration not stated)	102.0	-15.8	99.0	-3.0	33	15.8	100.0	x	99.0	105.0	104.0
4	CCOCCCNC(=O)C(NC(=O)c1ccc(=O)[nH]c1)c1ccc(C)cc1 (configuration not stated)	101.0	-3.6	96.0	0.0	7	14.7	100.0	x	98.0	100.0	101.0

The list goes on.
nr	molecule	Cdc42 wt GTP	Mcl1-Bid inh	Rac1 act GTP bind	Bim-Mcl-1	Avidin bead fluor	Mcl1-Noxa inh	Rab2A wt mod	Pf gamet viab	HRas wt GTP	Rab7 wt modul	Rac1 wt modul
11	O=C(CCCCCn1c(=O)[nH]c2ccsc2c1=O)NCc1ccc(F)cc1	106.0	-0.9	103.0	0.0	9	3.3	103.0	x	104.0	99.0	109.0
12	CCCNC(=O)c1nc(C)c(C)nc1C(=O)Nc1cccc(Cl)c1	101.0	9.5	97.0	-4.0	14	9.1	98.0	-6.8	99.0	97.0	103.0
13	COc1ccc(CC(=O)Nc2nc3ccccc3s2)cc1S(=O)(=O)N1CCOCC1	97.0	-3.4	97.0	4.0	5	-2.5	99.0	x	98.0	101.0	102.0
14	CCOC(=O)c1[nH]c(C)c(C(=O)Nc2ccc(F)cc2)c1C	101.0	-17.0	102.0	-2.0	7	7.5	98.0	x	99.0	96.0	103.0
15	CC(=O)NCCNC(=O)c1ccc(Sc2ccccc2)c([N+](=O)[O-])c1	105.0	0.9	97.0	3.0	x	-2.1	100.0	14.8	91.0	99.0	98.0
16	Cc1onc(-c2ccccc2)c1C(=O)NNC(=S)NC(=O)c1ccc(Br)cc1	99.0	-116.2	97.0	-6.0	5	-18.1	98.0	9.0	99.0	97.0	99.0
17	COc1ccccc1N=c1sc2ccccc2n1C	97.0	-24.4	96.0	0.0	10	-5.5	98.0	x	98.0	98.0	99.0
18	Cc1ccsc1/C=C/C(=O)O	95.0	-13.6	96.0	0.0	12	0.6	98.0	-27.9	99.0	102.0	99.0
19	CCC(=O)Nc1ccccc1C(=O)OCC(=O)c1cccc2ccccc12	104.0	3.6	100.0	-1.0	14	-2.9	103.0	-3.3	103.0	100.0	101.0
20	COc1ccc(N(CC(=O)Nc2ccc(C)cn2)S(=O)(=O)c2c(C)nn(C)c2C)cc1	100.0	-14.3	98.0	-1.0	10	20.1	99.0	x	102.0	103.0	105.0
21	C=CCn1c(Sc2nc(C)cs2)nc2c1c(=O)[nH]c(=O)n2C	99.0	-39.2	94.0	-3.0	10	-17.9	96.0	15.8	99.0	97.0	96.0
22	CC1CC(C)(C)NC(=S)N1CCCC(=O)Nc1ccccc1F (configuration not stated)	98.0	-40.4	98.0	-2.0	13	6.1	101.0	-11.5	101.0	107.0	103.0
23	C#Cc1ccc([C@@H]2C=C(C(=O)OCC=C)O[C@H](OCc3ccc(CO)cc3)C2)cc1	96.0	-21.8	95.0	-3.0	8	-2.7	97.0	-18.1	98.0	102.0	98.0
24	COc1ccc2[nH]c(=O)c(COC(=O)c3cccs3)cc2c1	101.0	-5.6	97.0	0.0	-2	15.7	95.0	-14.0	97.0	97.0	99.0
25	CC(C)NS(=O)(=O)c1ccc(CCC(=O)NCc2cccnc2)cc1	107.0	8.4	104.0	-1.0	8	13.7	103.0	x	101.0	100.0	113.0
26	COc1nc(C)ccc1-c1noc(-c2ccccn2)n1	98.0	-8.6	95.0	-1.0	10	x	92.0	x	95.0	90.0	94.0
27	CC1Cc2ccccc2N1c1ncnc2nc[nH]c12 (configuration not stated)	104.0	-7.3	99.0	-1.0	7	13.2	101.0	x	100.0	99.0	105.0
28	O=C(Nc1cccc(O)c1)c1ccc(Br)cc1	103.0	-23.1	101.0	0.0	13	14.9	101.0	x	103.0	99.0	107.0
29	N#Cc1c(C(F)(F)F)cc(-c2cccs2)nc1SCc1ccc(Cl)nc1	98.0	-21.4	99.0	0.0	9	11.8	98.0	1.2	99.0	97.0	100.0
30	COc1cc(OC)cc(-c2nnc(SCC(=O)N3CCCCC3)o2)c1	103.0	-10.3	100.0	2.0	7	-10.7	101.0	x	100.0	97.0	104.0
31	CCOC(=O)C1CCN(c2ncnc3c2cnn3-c2ccc(Cl)cc2)CC1	96.0	-10.9	93.0	-1.0	13	1.7	93.0	-9.0	94.0	92.0	92.0
32	CC(=O)NC(CCS(C)(=O)=O)C(=O)Nc1ccccc1Cl (configuration not stated)	97.0	-7.6	91.0	0.0	13	5.9	96.0	-15.6	97.0	96.0	94.0
33	Nn1c(SCC(=O)Nc2ccccc2F)nc2ccccc2c1=O	103.0	-21.1	99.0	0.0	7	-4.2	101.0	x	100.0	100.0	103.0
34	Cc1cc([N+](=O)[O-])nn1Cc1c(F)c(F)c(F)c(F)c1F	101.0	-5.1	101.0	0.0	8	8.4	98.0	x	102.0	100.0	103.0
35	O=C(O)C1CC=CCC1C(=O)NCCc1csc(-c2ccccc2)n1 (configuration not stated)	103.0	0.6	99.0	-4.0	7	11.5	101.0	x	101.0	96.0	105.0
36	Cc1ccccc1C(=O)N[C@H](C(=O)OCC(=O)c1ccc[nH]1)C(C)C	106.0	-7.4	101.0	-7.0	22	13.0	101.0	-5.2	101.0	101.0	105.0
37	COc1cc(OC)c2c(OC)cccc2n1	98.0	-10.5	101.0	-2.0	12	9.9	99.0	-15.9	100.0	99.0	100.0
38	O=C(Nc1ncc(Cl)cn1)c1cccs1	102.0	-19.9	102.0	-2.0	8	1.9	101.0	x	100.0	101.0	103.0
39	CCCN1C(=O)CC(c2ccco2)Sc2ccccc21 (configuration not stated)	100.0	-32.0	99.0	4.0	10	-13.0	97.0	x	97.0	95.0	102.0
40	COC(=O)c1cc(NC(=O)c2cccc(F)c2)cc(C(=O)OC)c1	92.0	-20.1	93.0	3.0	8	10.2	95.0	x	95.0	95.0	95.0

Arranged by length of the SMILES (high to low): part of the list above.
nr	molecule	Cdc42 wt GTP	Mcl1-Bid inh	Rac1 act GTP bind	Bim-Mcl-1	Avidin bead fluor	Mcl1-Noxa inh	Rab2A wt mod	Pf gamet viab	HRas wt GTP	Rab7 wt modul	Rac1 wt modul
36	Cc1ccccc1C(=O)N[C@H](C(=O)OCC(=O)c1ccc[nH]1)C(C)C	106.0	-7.4	101.0	-7.0	22	13.0	101.0	-5.2	101.0	101.0	105.0
39	CCCN1C(=O)CC(c2ccco2)Sc2ccccc21 (configuration not stated)	100.0	-32.0	99.0	4.0	10	-13.0	97.0	x	97.0	95.0	102.0
38	O=C(Nc1ncc(Cl)cn1)c1cccs1	102.0	-19.9	102.0	-2.0	8	1.9	101.0	x	100.0	101.0	103.0

More compounds follow:
nr	molecule	Cdc42 wt GTP	Mcl1-Bid inh	Rac1 act GTP bind	Bim-Mcl-1	Avidin bead fluor	Mcl1-Noxa inh	Rab2A wt mod	Pf gamet viab	HRas wt GTP	Rab7 wt modul	Rac1 wt modul
41	O=C(CN1CCN(Cc2ccccc2Cl)C1=O)NCC1CCCO1 (configuration not stated)	104.0	-18.9	100.0	0.0	8	-1.6	101.0	x	102.0	103.0	107.0
42	CC(C)NC[C@@H](O)c1ccc(O)c(O)c1	106.0	-13.3	100.0	0.0	10	17.8	103.0	x	100.0	98.0	104.0
43	COc1cccc(OCCCOc2ccc([N+](=O)[O-])cc2Cl)c1	92.0	-6.8	87.0	-9.0	11	13.6	92.0	4.4	96.0	96.0	94.0
44	O=[N+]([O-])c1cccc(-c2nc3ccc([N+](=O)[O-])cc3[nH]2)c1	92.0	10.1	92.0	2.0	21	58.1*	97.0	0.5	98.0	104.0	94.0

Source: PubChem
